PRMT1 inh = blocks human protein arginine methyltransferase 1 | Q99873 | recombinant PRMT1, activity-based probe fluorescence polarization | inhibition, % at 2.79 µM | 370,000 compounds, 1.3% hits | AID 652257;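 active means inhibition above about 21% made by adding two undisclosed values, limit read from the data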
MBD2 DNA inh = inhibitors of human MBD2 binding to methylated oligonucleotide; Q9UBB5; 370,000 compounds, 0.31% hits; inhibition, % at 4.4 µM; AID 686964; TR-FRET; in the data active means inhibition above about 13%
Target sequence (Q9UBB5 whole entry, looked up): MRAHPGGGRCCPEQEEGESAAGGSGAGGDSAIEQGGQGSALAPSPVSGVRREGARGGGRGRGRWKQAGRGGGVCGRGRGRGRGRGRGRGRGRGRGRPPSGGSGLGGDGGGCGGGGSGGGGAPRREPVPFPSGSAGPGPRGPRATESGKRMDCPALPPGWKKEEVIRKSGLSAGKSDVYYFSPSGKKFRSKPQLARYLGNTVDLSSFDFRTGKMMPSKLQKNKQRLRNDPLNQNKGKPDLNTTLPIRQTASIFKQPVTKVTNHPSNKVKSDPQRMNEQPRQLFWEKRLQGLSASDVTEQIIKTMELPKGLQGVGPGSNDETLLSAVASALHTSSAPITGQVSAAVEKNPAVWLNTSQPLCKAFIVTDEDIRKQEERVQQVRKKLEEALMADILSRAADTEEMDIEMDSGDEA
UHRF1 MBD2 ctr = blocks human UHRF1 binding to methylated DNA; AID 687016; inhibition, % at 4.4 µM; UHRF1 binding to methylated oligo, TR-FRET; Q96T88; 370,000 compounds, 0.75% hits; in the data active means inhibition above about 21%;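 further: UHRF1 SRA domain binding a hemimethylated CpG hairpin DNA probe; 0% = median of test compound wells and 100% = reference inhibitor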
rCAG RNA binder = binds r(CAG) RNA repeats; r(CAG) RNA repeat, TO-PRO-1 dye displacement fluorescence; inhibition, % at 3 µM; 370,000 compounds, 1.3% hits; AID 651821;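 active means inhibition above the plate cutoff, the mean of all test compounds on that plate plus 3 SD, cut at about 35% in these data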;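 further: 0% = DMSO alone and 100% = 100 µM mitoxantrone as full dye displacement; higher means more dye released from RNA so lower well fluorescence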
HTRA1 inh = blocks human HTRA1 serine peptidase | inhibition, % at 5.96 µM | 340,000 compounds, 0.5% hits | recombinant HTRA1, FP-rhodamine activity-based probe, fluorescence polarization; in the data active means inhibition above about 36%;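 further: 0% = enzyme with DMSO and 100% = wells lacking enzyme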
mABHD4 FP = inhibits mouse alpha/beta hydrolase domain 4; Q8VD66; 370,000 compounds, 0.54% hits; purified mABHD4, FP-Rh probe fluorescence polarization; inhibition, % at 8.92 µM;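 active means inhibition exceeding the mean over every tested compound plus 3 SD, cut at about 30% in these data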;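 further: 0% = plate median of compound wells and 100% = S159A mutant with DMSO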
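Assay system: Wild-type mouse ABHD4 protein | Medium: HEPES pH 7.0 buffer, 150 mM NaCl, 0.01% Pluronic F-127 | Incubation: Enzyme–compound pre-incubation 45 min, then probe 60 min, both 25 °C | Technique: Fluorescence polarization with parallel and perpendicular emission, 525/598 nm | Evaluation: % inhibition of FP-Rh probe binding versus controls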
TCR-CD3 inh = blocks the human TCR-CD3 interaction; TAMRA-labeled TCR probe fluorescence, biochemical; 360,000 compounds, 0.37% hits; inhibition, % at 9.4 µM; in the data active means inhibition above about 19%;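 further: recombinant mutant TCR 2C K166C tagged with TAMRA read by polarization; 0% = receptor in buffer alone and 100% = receptor with positive control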
GC-A act = GC-A (human) enzyme activation; activation, % at 10 µM; HEK293 GC-A cells, cGMP TR-FRET, EC30 ANP; 0% at EC30 ANP, 100% saturating ANP; 370,000 compounds, 0.14% hits; in the data active means activation above about 40%
GC-B act = GC-B (human) receptor activation. activation, % at 10 µM. HEK293-GC-B cells, CNP EC30, cGMP TR-FRET; 0% at EC30 CNP, 100% saturating CNP. 370,000 compounds, 0.11% hits;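 active means activation at 10 µM reaching about 35% in either raw or pattern-adjusted values, limit read from the data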
SIAE inh = inhibitors of human sialic acid acetylesterase SIAE; inhibition, % at 9.66 µM; SIAE FP-Rh probe binding, fluorescence polarization; 370,000 compounds, 0.69% hits;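 active means inhibition above a cutoff: mean of compounds within the control limits plus 3 SD of those, cut at about 17% in these data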;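 further: 0% = plate median of compound wells and 100% = probe without SIAE protein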
Target sequence (Q9HAT2 whole entry, looked up): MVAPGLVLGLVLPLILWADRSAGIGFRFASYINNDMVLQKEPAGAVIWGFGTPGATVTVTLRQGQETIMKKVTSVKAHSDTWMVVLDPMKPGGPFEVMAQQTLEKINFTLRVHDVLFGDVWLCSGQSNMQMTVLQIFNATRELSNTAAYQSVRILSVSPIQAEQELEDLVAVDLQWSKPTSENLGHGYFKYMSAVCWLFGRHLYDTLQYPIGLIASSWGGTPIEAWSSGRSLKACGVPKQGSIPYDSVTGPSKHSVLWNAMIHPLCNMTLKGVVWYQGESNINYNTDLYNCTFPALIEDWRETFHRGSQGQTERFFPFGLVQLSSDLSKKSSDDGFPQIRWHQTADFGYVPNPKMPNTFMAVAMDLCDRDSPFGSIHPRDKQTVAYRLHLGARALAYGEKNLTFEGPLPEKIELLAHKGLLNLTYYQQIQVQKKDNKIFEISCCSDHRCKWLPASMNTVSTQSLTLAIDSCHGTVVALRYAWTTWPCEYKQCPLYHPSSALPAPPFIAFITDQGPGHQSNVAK
Numbers without * were called inactive; / = no result given. Only part of the results is shown, so the mix of outcomes need not match the whole.

# | Molecule | PRMT1 inh | MBD2 DNA inh | UHRF1 MBD2 ctr | rCAG RNA binder | HTRA1 inh
1 | Cc1cc(C)c(C(=O)OCC(=O)NCc2cccs2)c(C)c1 | 0 | -2 | 0 | -5 | -3
2 | O=C(Nc1ccc([N+](=O)[O-])cc1)N1CCCCCC1 | -7 | -5 | -1 | 1 | -2
3 | COc1ccc(C)cc1N(CC(=O)N1CCCCCC1)S(=O)(=O)c1ccccc1 | 0 | -4 | 12 | -2 | 1
4 | COc1ccc(/C=C\c2nc(=O)c3ccccc3o2)cc1 | 3 | -2 | -2 | 9 | 3
5 | COc1ccc(CC(=O)Nc2ccc(C(=O)NCC(C)C)cc2)cc1 | -1 | 5 | -1 | -6 | -1
6 | Cc1cccc(C(C)C)c1NC(=O)COC(=O)c1cccc(S(=O)(=O)N2CCc3ccccc3C2)c1 | -4 | 0 | 2 | 1 | -4
7 | COc1ccccc1CNC(=O)C(C)n1cccc1C(=O)c1ccccc1 (stereo not given) | 0 | 5 | 8 | -5 | -3
8 | Cc1cc(C)c2nc(SCC(=O)N3CC(=O)Nc4ccccc43)c(C#N)cc2c1 | 1 | 2 | -3 | 9 | -19
9 | Cc1ccc(C)c2sc(NC(=O)c3ccc(N4CCCCC4)c([N+](=O)[O-])c3)nc12 | -3 | 0 | -1 | 1 | -1
10 | Cn1c(C(=O)NN)cc2cc(Oc3ccccc3)ccc21 | 6 | 10 | 6 | 10 | -2
11 | O=C(Nc1ccc(-n2cc(Cl)cn2)cc1)c1ccncc1 | 0 | 1 | 0 | -1 | -4
12 | CCOC(=O)C1(Cc2cccc(F)c2)CCN(C(=O)c2ccoc2C)CC1 | 1 | -2 | 0 | -4 | -9
13 | CCOC(=O)[C@]12CCC=C1N(Cc1ccco1)C(=O)[C@H](CC(=O)N1CCN(C(=O)C3CC3)CC1)C2 | -1 | -1 | 0 | 9 | /
14 | CC(=O)c1c(C(C)=O)c(C)n(C(c2ccccc2)c2ccccc2)c1C | 0 | -3 | -2 | -8 | -4
15 | COc1ccc(NCc2ccc3c(c2)OCO3)cc1Cl | -1 | 1 | -3 | 1 | -5

# | mABHD4 FP | TCR-CD3 inh | GC-A act | GC-B act | SIAE inh
1 | 3 | 6 | -1 | -1 | 7
2 | 4 | 7 | -1 | 0 | -2
3 | 4 | 7 | -10 | -3 | -10
4 | 1 | 4 | 2 | -3 | 2
5 | 1 | 1 | 7 | 9 | -1
6 | 5 | 6 | -7 | 0 | -8
7 | -3 | -2 | -5 | -3 | -4
8 | 4 | 5 | -11 | -11 | -41
9 | -3 | 4 | -2 | -10 | 3
10 | -9 | -12 | 0 | -8 | -9
11 | 4 | 2 | 6 | 0 | 1
12 | 5 | 4 | 2 | 1 | -6
13 | -5 | -7 | 2 | -3 | -2
14 | -7 | -1 | -10 | -2 | -3
15 | 8 | -3 | / | / | 7

The list goes on:
# | Molecule | PRMT1 inh | MBD2 DNA inh | UHRF1 MBD2 ctr | rCAG RNA binder | HTRA1 inh
16 | Cc1cc(C)cc(Oc2coc3c(CN(C)C)c(O)ccc3c2=O)c1 | -3 | 2 | 0 | 2 | 1
17 | CCCCOc1ccc(CONS(=O)(=O)c2ccc(NC(C)=O)cc2)cc1Cl | -2 | 0 | 3 | 4 | -61
18 | COc1cc(OC)cc(C(=O)NCC(=O)NCCN2C(=O)S/C(=C\c3ccc4c(c3)OCO4)C2=O)c1 | 6 | -3 | 11 | 6 | 2
19 | COCC1CCN(C(=O)c2cc(COc3ccc(F)cc3Cl)on2)C1 (stereo not given) | -1 | 0 | -2 | 1 | 1
20 | Cc1ccc(S(=O)(=O)Nc2ccc(C(=O)NC3CC3)cc2)cc1 | -2 | -1 | 0 | 1 | 1
21 | Clc1ccc(-c2ccc(C=Nc3ccc(N4CCOCC4)cc3)o2)c(Cl)c1 | -2 | 0 | 1 | 6 | -13
22 | CC(Oc1ccc(Cl)cc1C(N)=O)C(=O)N1CCc2ccccc21 (stereo not given) | 0 | 1 | -2 | 3 | -6
23 | CC(=O)c1cccc(Nc2cc(C)nc3ccc(C)cc23)c1 | -7 | 3 | 1 | 3 | -16
24 | COc1ccc(N(C(=O)c2snc(C(N)=O)c2N)C(C(=O)NC2CCCC2)c2ccco2)cc1 (stereo not given) | -3 | -3 | -1 | 5 | -13
25 | O=C(COC(=O)c1cnccn1)NC1CCCc2ccccc21 (stereo not given) | -6 | 0 | -2 | 5 | -1
26 | COc1ccc(NC(=O)CS(=O)c2ccccc2Cl)cc1 (stereo not given) | 0 | 0 | 1 | -4 | 1
27 | CN(C(=O)CSc1nc2sc3c(c2c(=O)n1C)CCC3)C1CCS(=O)(=O)C1 (stereo not given) | -1 | 2 | -1 | 2 | 9
28 | Cc1ccc2c(c1)CCCN2C(=O)c1ccoc1C | -2 | -7 | -1 | 1 | 11
29 | CCOC(=O)/C(C(=Nc1ccccc1)Nc1ccccc1)=C(\C)O | 3 | 0 | -1 | -3 | 3
30 | CCc1nc2c(OCc3ccccc3OC)cccn2c1N(C)C(=O)C(C)C | -2 | 0 | -2 | 0 | /

# | mABHD4 FP | TCR-CD3 inh | GC-A act | GC-B act | SIAE inh
16 | 5 | -1 | 4 | -1 | 6
17 | -25 | 5 | -1 | -7 | -6
18 | -4 | -12 | -13 | -9 | -3
19 | -7 | -1 | 19 | 2 | 2
20 | -13 | 1 | 0 | 3 | -1
21 | 6 | 3 | 34 | -6 | 5
22 | 1 | 3 | -8 | -5 | -11
23 | -1 | -4 | 7 | -6 | 0
24 | -15 | 1 | -9 | 2 | -17
25 | 1 | -5 | 0 | -3 | 4
26 | 2 | 1 | 0 | 4 | 7
27 | 7 | 12 | -2 | 8 | 19*
28 | -2 | 1 | 6 | 2 | 5
29 | 2 | 7 | -8 | -5 | -1
30 | 4 | 6 | 1 | 1 | 5

(listing goes on)
# | Molecule | PRMT1 inh | MBD2 DNA inh | UHRF1 MBD2 ctr | rCAG RNA binder | HTRA1 inh
31 | N#Cc1c(NC(=O)COC(=O)c2nccnc2N)sc2c1CCCC2 | 0 | -3 | -2 | 16 | 2
32 | CC(C)Sc1nc2c(cnn2-c2ccc(F)cc2)c(=O)[nH]1 | -6 | -7 | 2 | 6 | -5
33 | COc1ccc(C(=O)NC(=S)Nc2ccc(N3CCN(C(C)=O)CC3)cc2)cc1[N+](=O)[O-] | 2 | -4 | 2 | 1 | 2
34 | Cc1nn(CC(=O)Nc2ccc(C#N)cc2)c(C)c1[N+](=O)[O-] | 1 | -1 | 4 | 2 | 8
35 | Cc1cc(NC(=O)CSc2nc3c(c(=O)n2-c2ccc(Cl)cc2)SCC3)no1 | -3 | -1 | -1 | 2 | 1
36 | Cc1ccc(C(=O)NCCNS(=O)(=O)c2ccccc2)cc1 | 2 | 4 | 3 | 0 | 6
37 | Cc1ccc(N2CC(C(=O)Oc3cccc(N4C(=O)CCC4=O)c3)CC2=O)cc1 (stereo not given) | -4 | 1 | -1 | -2 | 2
38 | N#CCSC1=Nc2ccccc2C2=NC(CCC(=O)N3CCN(c4ccccc4)CC3)C(=O)N12 (stereo not given) | 5 | -10 | -3 | 10 | 2
39 | CCCNC(=O)CCn1cc(-c2ccc(OC)cc2)nc1CCN | -2 | 5 | 5 | 3 | 0
40 | CC1CC(NC(=O)c2c(O)nc3ccccn3c2=O)CC(C)(C)C1 (stereo not given) | -6 | -5 | -1 | -1 | 3
41 | COc1ccc(C2OC(=O)CC2C(=O)N2CCN(c3cc(Cl)ccc3C)CC2)cc1OC (stereo not given) | -1 | 2 | 0 | 2 | -7
42 | CCc1ccc(-c2cc(C)no2)cc1S(=O)(=O)NCCN1CCC(C)CC1 | -3 | 1 | 0 | -7 | -3
43 | Cc1ccc(NC(=O)C(C)SCC(=O)Nc2ccc(F)cc2)cc1S(=O)(=O)N1CCOCC1 (stereo not given) | 0 | 3 | -1 | -4 | -5
44 | CCOC(=O)c1cc(-c2csc(Nc3ccccc3Cl)n2)on1 | -2 | -6 | -4 | 5 | -29

# | mABHD4 FP | TCR-CD3 inh | GC-A act | GC-B act | SIAE inh
31 | -4 | 4 | -6 | -4 | 0
32 | -5 | 9 | 7 | -4 | -1
33 | -1 | -4 | 0 | 6 | 0
34 | 3 | -3 | 0 | 0 | -1
35 | 2 | 1 | 0 | 6 | -1
36 | -2 | 1 | 3 | 4 | -2
37 | -2 | 6 | 0 | -3 | 1
38 | -3 | 4 | 0 | -2 | 4
39 | 4 | -4 | 4 | 4 | 4
40 | -8 | 2 | 5 | 4 | -5
41 | -2 | 4 | -26 | -17 | 1
42 | 3 | -7 | -18 | -8 | -11
43 | -1 | 1 | 0 | 4 | 5
44 | -3 | 4 | 24 | 31 | -4

Reformatted with one line to a screen: part of the list above
[1] Cc1cc(C)c(C(=O)OCC(=O)NCc2cccs2)c(C)c1
[2] O=C(Nc1ccc([N+](=O)[O-])cc1)N1CCCCCC1
[3] COc1ccc(C)cc1N(CC(=O)N1CCCCCC1)S(=O)(=O)c1ccccc1
[4] COc1ccc(/C=C\c2nc(=O)c3ccccc3o2)cc1
[5] COc1ccc(CC(=O)Nc2ccc(C(=O)NCC(C)C)cc2)cc1
[6] Cc1cccc(C(C)C)c1NC(=O)COC(=O)c1cccc(S(=O)(=O)N2CCc3ccccc3C2)c1
[7] COc1ccccc1CNC(=O)C(C)n1cccc1C(=O)c1ccccc1 (stereo not given)
[8] Cc1cc(C)c2nc(SCC(=O)N3CC(=O)Nc4ccccc43)c(C#N)cc2c1
screen / no.,1,2,3,4,5,6,7,8
PRMT1 inh,0,-7,0,3,-1,-4,0,1
MBD2 DNA inh,-2,-5,-4,-2,5,0,5,2
UHRF1 MBD2 ctr,0,-1,12,-2,-1,2,8,-3
rCAG RNA binder,-5,1,-2,9,-6,1,-5,9
HTRA1 inh,-3,-2,1,3,-1,-4,-3,-19
mABHD4 FP,3,4,4,1,1,5,-3,4
TCR-CD3 inh,6,7,7,4,1,6,-2,5
GC-A act,-1,-1,-10,2,7,-7,-5,-11
GC-B act,-1,0,-3,-3,9,0,-3,-11
SIAE inh,7,-2,-10,2,-1,-8,-4,-41

[9] Cc1ccc(C)c2sc(NC(=O)c3ccc(N4CCCCC4)c([N+](=O)[O-])c3)nc12
[10] Cn1c(C(=O)NN)cc2cc(Oc3ccccc3)ccc21
[11] O=C(Nc1ccc(-n2cc(Cl)cn2)cc1)c1ccncc1
[12] CCOC(=O)C1(Cc2cccc(F)c2)CCN(C(=O)c2ccoc2C)CC1
screen / no.,9,10,11,12
PRMT1 inh,-3,6,0,1
MBD2 DNA inh,0,10,1,-2
UHRF1 MBD2 ctr,-1,6,0,0
rCAG RNA binder,1,10,-1,-4
HTRA1 inh,-1,-2,-4,-9
mABHD4 FP,-3,-9,4,5
TCR-CD3 inh,4,-12,2,4
GC-A act,-2,0,6,2
GC-B act,-10,-8,0,1
SIAE inh,3,-9,1,-6

Source: PubChem BioAssay (several laboratories)
